rTrxR1 inhibitor: rat TrxR1 inhibition; recombinant rTrxR1, NADPH fluorescence consumption, selenite substrate; O89049; Potency, µM (titrated, usually from 114 µM), without a hit: top-dose activity change, negative = inhibition, most hits filed as inhibitors; 390,000 tested, 1% active; note: potency is the fitted concentration of half-maximal effect; % is set by controls: 0 for no effect and ±100 for the full control effect; nearly all actives have a fitted effect of over 65% in size
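Rat TrxR1 (90 nM in the dispensed reagent) was pre-reduced with 400 uM NADPH for 5 min at room temperature, then incubated with compound for 15 min. After 400 uM selenite was added, NADPH fluorescence (Ex 340/Em 450 nm) was followed for 8 min.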
LDHA inh: inhibitors of human lactate dehydrogenase A. purified LDHA, NADH/diaphorase-resazurin fluorescence; active compounds read low. activity change, % (values are at about 110 or 230 µM). 480,000 tested, 0.15% active; in the data active = activity change below about -30%; inconclusive = mostly about -25% to -30%;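 note: plate controls were DMSO wells for no effect and wells without enzyme for full effect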
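LDH5 2 nM; NADH 0.06 mM, pyruvate 0.2 mM; 200 mM Tris pH 7.4, EDTA, Tween-20; 5 min RT. Detection: diaphorase 0.133 mg/mL + resazurin 37 µM, fluorescence ex540/em590 at 0 and 20 min; normalized to enzyme-free and DMSO wells.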
IDH1 R132H inh: inhibitors of human mutant IDH1 R132H | AID 602179 | O75874 | 390,000 tested, 0.093% active | Potency, µM (series often up to 76.6 µM), for inactives: at the top dose activity change, negative = inhibition, hits mostly inhibitors | IDH1-R132H enzyme, NADPH consumption, diaphorase/resazurin fluorescence; note: potency is the fitted concentration of half-maximal effect; % is set by controls: 0 for no effect and ±100 for the full control effect; nearly all actives have a fitted effect of over 65% in size
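IDH1-R132H (0.5 ug/mL) preincubated 30 min with compound, then NADPH (0.016 mM) and alpha-KG (2 mM) added; 80 min at RT, pH 7.5. Remaining NADPH coupled via diaphorase/resazurin to fluorescence (540/590 nm); concentration-response curves normalized to no-enzyme control.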
Vif-A3G inh: blocks the Vif interaction with human APOBEC3G | Q9HC16 | HeLa A3G-eYFP + Vif (tagged APOBEC3G with the HIV-1 protein that degrades it), YFP fluorescence, overnight | Potency, µM (doses to about 46.1 µM), for inactives: top-dose activity, negative = active, hits mostly inhibitors | 410,000 tested, 0.076% active | AID 602310;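 note: potency is the fitted concentration of half-maximal effect; % is set by controls: 0 for no effect and ±100 for the full control effect; nearly all actives have a fitted effect of over 60% in size; hits raise eYFP signal because A3G escapes Vif-driven loss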
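Read-out is eYFP fluorescence (Ex 488/Em 500-530) from Vif-expressing HeLa A3G-eYFP cells; more signal means A3G escaped Vif-mediated degradation. Cells plated overnight, compound pinned in, incubated overnight at 37 deg C.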
TrxR1 substrate: is turned over as a substrate by rat TrxR1. O89049. purified TrxR1 substrate turnover, NADPH consumption readout. Potency, µM (highest dose often 114 µM), without a hit: at the top dose activity change, negative = substrate turnover. 390,000 tested, 0.01% active. AID 588456; note: potency is the fitted concentration of half-maximal effect; % is set by controls: 0 for no effect and ±100 for the full control effect; nearly all actives have a fitted effect of over 50% in size
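Rat TrxR1, dispensed at 90 nM, was prereduced with 400 uM NADPH (final) for 5 min at ~22 deg C, then incubated with compound 15 min before 400 uM selenite. A first-read NADPH fluorescence drop versus no-compound background flagged substrates.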
Glioma ERSR ind: ER stress response induction in glioma; U87-MG GRP78 promoter luciferase reporter, 16 h; Potency, µM, inactives show at the top dose activation, actives largely listed as activators; 420,000 tested, 0.02% active; note: potency is the fitted concentration of half-maximal effect; series mostly up to about 76 µM; % of control where 0% means no effect; nearly all actives have a fitted effect of over 35% in size
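Stably transfected U87-MG glioma cells carrying a GRP78-based luciferase sensor; 16 h compound incubation. Luminescence end-point read 10 min after Bright-Glo addition at room temperature.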
Vif-APOBEC3F blk: inhibitors of Vif-A3F interaction; HeLa A3F-eYFP + Vif (tagged APOBEC3F with the HIV-1 protein that degrades it), YFP fluorescence increase; Potency, µM (top dose mostly 46.1 µM), for inactives: at the highest dose activity, negative = active; 390,000 tested, 0.2% active; note: potency is the fitted concentration of half-maximal effect; % of control where 0% means no effect; nearly all actives have a fitted effect of over 65% in size
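HeLa cells stably expressing A3F-eYFP plus Vif, plated and incubated overnight at 37 deg C, then exposed to compounds overnight at 37 deg C. Blocked degradation read as raised yellow fluorescence (Ex 488/Em 500-530).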
RGS4 inhibitor: inhibitors of human regulator of G protein signaling 4 | P49798 | Transcreener GDP fluorescence polarization, RGS4-accelerated GTP hydrolysis | Potency, µM (titrated, usually from 114 µM), inactives show at the top dose activity change, negative = inhibition, most hits filed as inhibitors | 390,000 tested, 0.039% active; note: potency is the fitted concentration of half-maximal effect; % is set by controls: 0 for no effect and ±100 for the full control effect; nearly all actives have a fitted effect of over 75% in size; some results filed as inactive show a strong effect at the top dose
Target sequence (P49798 whole entry, looked up): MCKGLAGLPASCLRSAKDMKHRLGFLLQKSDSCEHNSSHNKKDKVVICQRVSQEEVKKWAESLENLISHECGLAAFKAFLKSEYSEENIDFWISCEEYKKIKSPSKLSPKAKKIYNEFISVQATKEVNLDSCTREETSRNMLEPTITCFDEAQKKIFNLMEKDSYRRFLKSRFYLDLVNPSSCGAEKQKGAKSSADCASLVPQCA
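MLSMR compounds (23 nl, pin-transferred) preincubated 10 min at room temperature with a 500nM (2x) first reagent, then RGS4 at 900nM (2x) plus Transcreener GDP mix added; fluorescence polarization (620/688 nm) read before and after 90 min at 30 °C.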
USP1-UAF1 inh: blocks the human USP1/UAF1 deubiquitinase complex | O94782 | recombinant USP1/UAF1, Ub-Rhodamine cleavage fluorescence | Potency, µM (highest dose often 57.1 µM), for inactives: at the highest dose activity change, negative = inhibition, hits mostly inhibitors | AID 743255 | 390,000 tested, 0.23% active; note: potency is the fitted concentration of half-maximal effect; % is set by controls: 0 for no effect and ±100 for the full control effect; nearly all actives have a fitted effect of over 60% in size; inactives centre near -12
Target sequence (O94782 whole entry, looked up): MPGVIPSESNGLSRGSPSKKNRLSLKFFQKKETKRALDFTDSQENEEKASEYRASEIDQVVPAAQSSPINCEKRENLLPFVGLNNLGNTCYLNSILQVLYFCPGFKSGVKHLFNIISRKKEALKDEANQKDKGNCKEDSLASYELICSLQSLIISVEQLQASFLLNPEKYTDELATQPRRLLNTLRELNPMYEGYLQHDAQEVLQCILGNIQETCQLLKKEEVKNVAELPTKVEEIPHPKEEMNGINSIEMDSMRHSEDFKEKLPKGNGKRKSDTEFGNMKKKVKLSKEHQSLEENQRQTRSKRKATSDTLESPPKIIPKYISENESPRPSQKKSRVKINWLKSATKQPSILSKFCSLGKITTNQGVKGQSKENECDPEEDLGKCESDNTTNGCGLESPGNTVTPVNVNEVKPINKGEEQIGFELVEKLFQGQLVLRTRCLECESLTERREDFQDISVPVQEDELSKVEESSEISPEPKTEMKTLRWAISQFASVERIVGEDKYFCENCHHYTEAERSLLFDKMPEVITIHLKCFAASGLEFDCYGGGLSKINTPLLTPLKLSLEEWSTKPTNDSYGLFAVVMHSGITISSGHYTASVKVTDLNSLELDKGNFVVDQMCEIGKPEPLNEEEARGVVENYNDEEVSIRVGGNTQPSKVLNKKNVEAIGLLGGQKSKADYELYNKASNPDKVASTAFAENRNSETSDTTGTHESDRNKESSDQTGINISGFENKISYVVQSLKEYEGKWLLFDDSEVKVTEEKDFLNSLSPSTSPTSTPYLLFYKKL
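Step one: compound is pinned into 1nM USP1/UAF1 in HEPES pH 7.8 buffer with TCEP. Step two: 15 min room-temperature incubation. Step three: Ub-Rho (150nM final) starts cleavage, tracked by fluorescence over six one-minute reads.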
An asterisk follows results filed as active; ? = inconclusive; · = no result given; & = joins results of further samples; [ ] = dose if it differs, or a comment. Unless noted, calls come from the whole dose curve; as a rule, active = well fitted curve in the direction sought with a large enough effect; inconclusive = small, poorly fitted or top-dose-only effect, or another doubt; inactive = no such curve, though single readings can be large; an effect the other way counts as inactive or inconclusive. The list is partial; the hit share may differ from the screen's.

SMILES	rTrxR1 inhibitor	LDHA inh	IDH1 R132H inh	Vif-A3G inh	TrxR1 substrate	Glioma ERSR ind	Vif-APOBEC3F blk	RGS4 inhibitor	USP1-UAF1 inh
COc1ccc(NC(=O)CSc2nnc(-c3ccc(C)cc3)o2)cc1	10%[57.1 µM]	-1	5%	2%	6%[57.1 µM]	2%	-3%	-5%	-21%
CCCS(=O)(=O)C(=C1Nc2ccccc2N1)S(=O)(=O)CCC	-18%	-3	1%	3%	-11%	-4%	8%	14%	-3%
O=C(Cn1c(=O)n(-c2ccccc2)c(=O)c2ccc(C(=O)NCc3ccc4c(c3)OCO4)cc21)Nc1ccc(Br)cc1	24%	-2	1%	-1%	17%	-3%	0%	-23%	-6%
NS(=O)(=O)c1ccc(NC(=O)/C(=C/c2ccncc2)NC(=O)c2ccccc2)cc1	-1%	-6	-3%	5%	-1%	-2%	-12%	-18%	-15%
Cc1cc(C(=O)CCC(=O)N(C)CC(=O)Nc2ccc(OC(F)(F)F)cc2)c(C)s1	-22%	0	5%	-5%	-12%	-2%	-9%	3%	-10%
COc1ccccc1NC(=O)COC(=O)CC(C)(C)CC1=NS(=O)(=O)c2ccccc2N1	3%	-11&1	-7%&3%	3%&-6%	-6%	1%&-2%	-3%&-7%	2%[11.4 µM]	-7%&-27%
COc1ccc(Br)cc1CNC(=O)CSc1cc(=O)n(C)c2ccccc12	16%	-5	-13%	-1%	2%	-3%	1%	3%	-18%
CCOC(=O)c1ccc2c(c1)nc(SC(C)C(=O)NCC1CCCO1)n2CC (stereo not drawn)	5%	0	-2%	2%	-3%	-2%	13%	11%	-24%
Cc1ccc2nc3c(cc(C(=O)NCCCn4ccnc4)n3C)c(=O)n2c1	?	-4	-2%	2%	·	-2%	0%	11%	-17%
CC1CN(C(=O)CCC(=O)N2CCOCC2)c2ccccc2O1 (stereo not drawn)	26%[57.1 µM]	-18	-6%	-5%	9%[57.1 µM]	-4%	-9%	-18%	-11%
COc1ccc(Cn2c(CCCO)nc3ccccc32)cc1OC	-1%	-11	0%	1%	-9%	-4%	2%	-13%	-10%
CCOc1cccc(/C=N/N=C/c2cccc(OCC)c2O)c1O	10%	-4	-4%	-1%	-1%	7%	5%	4%	-11%
CCCCn1c(N)c(N(CC)C(=O)c2ccc(N(C)S(=O)(=O)c3ccc(C)cc3)cc2)c(=O)[nH]c1=O	11%	-7	1%	0%	2%	-3%	3%	-1%	-9%
Nc1nnc(SCCCC(=O)c2ccc(F)cc2)s1	-4%	-6	1%	-6%	-6%	3%	3%	5%	-15%
CC(=O)c1ccc(NC(=O)CN2C(=O)CN(C)C(=O)c3ccccc32)cc1	18%[57.1 µM]	1	20%	0%	3%[57.1 µM]	-2%	1%	-37%	-26%
CCOc1ccccc1OCC(=O)Nc1nnc(COC)s1	1%[57.1 µM]	-6	3%	2%	-2%[57.1 µM]	-3%	-2%	14%	0%
COc1ccccc1-c1ccc([C@@H]2C[C@H]3[C@@H](CN2)CON3C)cc1	·	-4	1%	-4%	·	-1%	-2%	·	-15%
Cc1noc(C)c1C(=O)OCC(=O)NCCc1ccccc1	10%	-3	6%	0%	3%	-5%	-23%	-5%	-23%
O=C(CCN1C(=O)S/C(=C/c2ccccc2)C1=O)Nc1ccc(C(=O)O)c(O)c1	11%	-12	8%	0%	-1%	-2%	-2%	15%	-25%
O=C(CSc1nnnn1-c1ccccc1)NC(=O)NCc1ccco1	-14%[57.1 µM]	-12	-1%	1%	5%[57.1 µM]	-1%	-4%	-18%	-4%
CCCCN(CC)S(=O)(=O)c1ccc2c(c1)CCCN2C(C)=O	13%[57.1 µM]	-3	-2%	-6%	15%[57.1 µM]	-3%	-2%	-26%	-20%
Cc1cc(C)c2c(C)c(C(=O)NCc3ccc(S(N)(=O)=O)cc3)oc2c1	17%	-9	-8%	3%	2%	-2%	-5%	15%	-7%
CC(NCc1ccccc1Cl)C(=O)Nc1ccc(C#N)cc1 (stereo not drawn)	2%[57.1 µM]	-5	-8%	6%	-7%[57.1 µM]	4%	6%	-23%	?
CCOc1ccc2[nH]c(=O)c(CN(Cc3ccco3)C(CC)c3nnnn3Cc3ccccc3)cc2c1 (stereo not drawn)	4%	-5	-7%	-15%	13%	-6%	4%	-12%	-23%
COc1ccc(C2CCCCC2SCC(=O)O)cc1OC (stereo not drawn)	·	0	14%	0%	·	-2%	-12%	·	-9%
CCOc1ccc(-c2nnc(-c3cccs3)o2)cc1OCC	58%[activator]	-1	4%	-4%	95%[activator]	-3%	-1%	-43%[56.9 µM]	-20%
CCOC(=O)C1=C(CSc2nc3ccccc3s2)NC(=O)NC1c1cccc([N+](=O)[O-])c1 (stereo not drawn)	8%	-10	3%	-11%	10%	-5%	-13%	-10%	?
COc1ccc(NC(=O)COc2ccccc2C(=O)NCC(c2ccccc2)N(C)C)cc1Cl (stereo not drawn)	30%	2	3%	4%	10%	-3%	8%	-4%	-12%
Nc1nc(Br)c2c(F)cccc2c1-c1ccc(F)cc1	3%	-5	7%	1%	14%	10%	-2%	10%	-17%
CCc1ccccc1Nc1nc(N)nc(CSCC(=O)Nc2ccc(C)c(C)c2)n1	14%	7	-3%	-5%	-1%	-1%	5%	-24%	-27%
CC(C)CCNC(=O)c1onc(CSc2ccc(F)cc2)c1C(=O)NCCC(C)C	18%	1	17%	0%	-1%	-5%	3%	-12%	?
S=C(NCCc1ccccc1)Nc1cnc2ccccc2c1	-21%	-18	11%	0%	0%	4%	16%	-36%	-22%
C#CCN(CC=C)C(=O)C1CCC(=O)N(CCCc2ccccc2)C1 (stereo not drawn)	27%	-2	0%	2%	4%	0%	-2%	-2%	-21%
COc1ccccc1CN1C(=O)CN(C2CCCCCC2)C(=O)C1c1ccc(C)cc1 (stereo not drawn)	26%[57.1 µM]	0	3%	1%	3%[57.1 µM]	-3%	2%	4%	-14%
CN1C[C@@H]2[C@@H]3C(=O)N(C)C(=O)[C@@H]3[C@](C)(C1=O)N2C(=O)c1ccccc1	10%[57.1 µM]	-2	-12%	2%	8%	4%	-1%	-14%	-24%
Cc1ccc(NC(=O)NCCCN2CCCC2=O)cc1	7%	-2	2%	0%	4%	2%	-6%	6%	-11%
COc1ccc(-c2cn3c(n2)sc2cc(C(=O)Nc4c(C)cccc4C)ccc23)cc1	10%	-1	-16%	-8%	-2%	-4%	8%	22%	-13%
O=C(Cn1cnnn1)NC1CCCN(Cc2ccccc2F)C1 (stereo not drawn)	13%	-3	-2%	3%	5%	-4%	4%	-11%	-14%
COc1cc(/C=N/NC(=O)/C(=C\c2ccc3c(c2)OCO3)NC(=O)c2ccccc2)ccc1O	-24%	-3	1%	-4%	-23%	0%	6%	-24%	-8%
C[C@H](O)[C@@H]1C(=O)N2CCc3ccc(-c4ccccc4)cc3[C@@H]2C[C@@H]1N(C)C(=O)c1ccc(C#N)cc1	1%	0	-7%	0%	-3%	1%	-2%	-8%	-22%
CSc1nncc(-c2ccc(F)c(F)c2)n1	-2%[57.1 µM]	-8	1%	0%	-12%	-1%	0%	2%[11.4 µM]	-13%
Cn1nc(C(F)(F)F)c(C(=O)Nc2ccc(F)cc2F)c1Sc1cccc(C(F)(F)F)c1	27%	-3	6%	-5%	-2%	0%	-2%	-11%	-24%
CC(C)CNS(=O)(=O)c1ccc(Br)cc1N1CCC[C@@H]1CO	22%	-2	3%	-1%	5%	-2%	12%	3%	-23%
CC(C)(C)NC(=O)COC(=O)c1cc(Cl)ccc1[N+](=O)[O-]	2%	3	1%	0%	0%	-1%	-23%	2%	-23%
CC(=O)Nc1ccc(S(=O)(=O)NC2=C(N3CCN(c4ccc(F)cc4)CC3)C(=O)c3ccccc3C2=O)cc1	-1%	20	0%	0%	-5%	-5%	5%	7%	?
COc1ccc(NC(=O)c2nc[nH]c2C(=O)NCC(=O)OC(C)(C)C)cc1	2%	-2	-15%[38.3 µM]	0%	-10%	0%	6%	10%	?
N#Cc1cccc(NC(=O)CSc2ccc3c4c(cccc24)C(=O)c2ccccc2-3)c1	-1%	-14	-2%	2.8µM*	-3%	-3%	11µM*	-105%	-10%
Cc1cc(Nc2ccc(C)c(C)c2)n2ncnc2n1	·	-4	5%	-1%	·	1%	-7%	·	8%
CC(=O)Nc1sc(C)c(C)c1C(=O)OCC(=O)N(C)c1c(N)n(Cc2ccccc2)c(=O)[nH]c1=O	3%	-6	-5%	0%	0%	0%	-4%	20%	-17%
C1CCc2c(nc3nnnn3c2N2CCOCC2)C1	-1%	-7	8%	-4%	-3%	-5%	3%	-9%	-13%
Cc1cccn2c(=O)cc(COc3cccc(NC(=O)c4cccc(Cl)c4)c3)nc12	16%[57.1 µM]	4	2%	0%	3%[57.1 µM]	-3%	-14%	4%	-6%
Cc1cc(OCC(=O)NCCCN(C)C)cc(C)c1Br	-1%	-8	1%	-4%	-7%	-3%	?	-41%	-9%
